# Screens as filed in PubChem BioAssay.
# S1P2 ag: S1P2 (human) receptor agonism | hit rate 0.46% among 97,000 | O95136 | activation, % at 4.5 µM | AID 729 | S1P2-expressing cell line, agonist reporter read-out; in the data active means activation above about 16%;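 further: 0% = vehicle low control and 100% = maximal reference agonist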
# Target sequence (O95136 whole entry, looked up): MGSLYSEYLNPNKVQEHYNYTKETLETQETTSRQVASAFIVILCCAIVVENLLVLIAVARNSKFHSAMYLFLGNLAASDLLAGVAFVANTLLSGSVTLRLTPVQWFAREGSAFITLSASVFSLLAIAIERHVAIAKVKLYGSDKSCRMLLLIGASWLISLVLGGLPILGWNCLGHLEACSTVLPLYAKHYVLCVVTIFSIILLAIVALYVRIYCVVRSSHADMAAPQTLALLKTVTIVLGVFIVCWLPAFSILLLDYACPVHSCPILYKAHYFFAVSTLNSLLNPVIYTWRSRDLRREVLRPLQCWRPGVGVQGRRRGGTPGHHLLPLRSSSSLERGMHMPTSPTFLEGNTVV
# sEH inh: soluble epoxide hydrolase (human) inhibition; inhibition, % at 2 µM; hit rate 0.34% among 91,000; recombinant human sEH enzymatic activity assay; P34913; in the data active means inhibition above about 80%; further: values of inactives mirror those of a sister screen read the other way; many of its hits are not listed in these tables
# Target sequence (P34913 whole entry, looked up): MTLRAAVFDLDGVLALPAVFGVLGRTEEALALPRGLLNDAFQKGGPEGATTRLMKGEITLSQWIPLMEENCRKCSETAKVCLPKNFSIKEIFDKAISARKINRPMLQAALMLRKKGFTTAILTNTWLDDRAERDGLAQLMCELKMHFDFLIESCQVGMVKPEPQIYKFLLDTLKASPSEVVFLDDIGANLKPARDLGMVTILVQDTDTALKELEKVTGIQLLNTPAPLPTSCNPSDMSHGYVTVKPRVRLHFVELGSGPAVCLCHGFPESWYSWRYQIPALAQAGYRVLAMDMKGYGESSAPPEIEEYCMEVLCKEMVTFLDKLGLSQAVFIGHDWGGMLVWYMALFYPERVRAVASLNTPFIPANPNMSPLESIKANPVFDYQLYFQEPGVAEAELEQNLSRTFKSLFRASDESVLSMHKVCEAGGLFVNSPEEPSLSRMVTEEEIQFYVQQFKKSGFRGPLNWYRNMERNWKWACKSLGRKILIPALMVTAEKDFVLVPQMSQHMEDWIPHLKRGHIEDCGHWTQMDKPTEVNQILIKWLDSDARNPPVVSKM
# PTPN22 act: activators of human LYP (PTPN22) phosphatase; AID 697; hit rate 0.11% among 96,000; Q9Y2R2; activation, % at 2 µM; recombinant LYP, DiFMUP fluorescence; 0 = plate median, 100 = signal doubled;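 active means activation at 2 µM above a set limit, the mean plus 5 SD, cut at about 37% in these data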
# HUVEC inhibit: human endothelial cell proliferation inhibition. HUVEC proliferation, CellTiter-Glo luminescence, 72 h; stronger effect = lower value. AID 648. hit rate 1.1% among 86,000. viability, % at 10 µM (by protocol);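 active means viability at or below 30%; inactive means viability above 30%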;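 further: 100% = median luminescence of DMSO-only cell control wells on each plate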
# PostGolgi ctrl: growth of the yeast control strain, post-Golgi counter-screen. efflux-deficient yeast background strain, growth absorbance A615, 16 h. hit rate 5% among 98,000. AID 738. inhibition, % at 10 µM; in the data active means inhibition above about 30%
# H69AR growth 86K: blocks growth of human H69AR lung tumor cells. hit rate 6% among 85,000. viability, % at 10 µM. H69AR lung tumor viability, ATP luminescence, 72 h; stronger effect = lower value;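 active means viability at or below 40%; inactive means viability above 40%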;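 further: multidrug resistant small cell line overexpressing MRP-1 efflux transporter; 100% = mean luminescence of untreated control wells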
# S1P2 antag: S1P2 (human) receptor antagonism; inhibition, % at 5 µM; O95136; AID 736; hit rate 0.21% among 97,000; cell-based S1P2 antagonist assay, inhibition at 5 uM; in the data active means inhibition above about 45%;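 further: CRE beta-lactamase reporter cells expressing human S1P2 stimulated with S1P; 0% = agonist at EC80 alone and 100% = agonist plus reference antagonist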
# Fibroblast inh: blocks proliferation of human lung fibroblasts. LL 47 human lung fibroblast viability, ATP luminescence; stronger effect = lower value. viability, % at 10 µM. hit rate 1.1% among 85,000. AID 719;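 active means viability at or below 50% in the single dose screen; inactive means viability above 50%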;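 further: compound exposure lasted 72 h before the ATP readout; 100% = median luminescence of untreated cell-only wells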
#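 material = human LL 47 lung fibroblast cells | dosing = compounds added from tenfold dosing solution, 0.1% DMSO final | timing = overnight cell rest, 72 h compound treatment at 37 °C | measured by = CellTiter-Glo luminescence measuring cellular ATP | evaluation = % viability versus median cells-only luminescence | control set = cell-only wells, no compound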
# sEH act: soluble epoxide hydrolase (human) activation. purified human sEH enzymatic activity, activator screen. activation, % at 2 µM. hit rate 0.04% among 91,000. AID 717; in the data active means activation above about 37%; further: values of inactives mirror those of a sister screen read the other way
# Starred values were filed as active, the others as inactive; . = not tested or not shown.
# The line under a structure holds: S1P2 ag	sEH inh	PTPN22 act	HUVEC inhibit	PostGolgi ctrl	H69AR growth 86K	S1P2 antag	Fibroblast inh	sEH act
> Cc1ccc(-n2c(SCC(=O)NCc3ccco3)nc3sc(C)c(C)c3c2=O)cc1
    -4.0	-6.9	-0.7	57.4	19.1	35.7*	-13.2	90.1	12.3
> S=c1[nH]nc(-c2cc3ccccc3o2)n1Cc1ccccc1
    -1.4	-6.5	10.4	102.9	.	65.5	-11.7	89.3	9.2
> COc1ccc(NC(=O)c2ccc(CN(c3cc(Cl)ccc3C)S(=O)(=O)c3ccccc3)cc2)cc1OC
    -6.5	2.1	7.0	.	-5.2	.	17.1	.	0.6
> CC(C)(C)NC(=O)C(c1ccco1)N(C(=O)c1csnn1)c1ccccc1 (configuration not stated)
    -4.2	.	10.5	95.2	-1.9	83.8	12.2	105.8	.
> COc1cc(C2Nc3ccc4ncccc4c3C3=C2C(=O)CC(C)(C)C3)cc(OC)c1O (configuration not stated)
    -2.3	-3.9	-5.0	90.7	-3.0	77.5	0.8	84.6	4.7
> Cc1ccc(NC2=NCC(=O)N2Cc2ccccc2)c(C)c1
    3.7	1.6	9.6	101.0	.	93.7	-6.2	100.0	-1.6
> O=C(Nc1ccccc1)c1ccc(Cn2cc(C(F)(F)F)ccc2=O)cc1
    -4.1	-1.7	9.3	.	10.4	.	5.1	.	-0.8
> O=C(COC(=O)CN1C(=O)c2ccccc2C1=O)Nc1ncc(Cl)cc1Cl
    -5.4	-5.5	-1.2	88.7	17.6	79.4	10.0	100.8	4.9
> CC(C)(C)c1ccc(S(=O)(=O)NCC(=O)Nc2sc3c(c2C(N)=O)CCCC3)cc1
    -6.8	-12.0	-12.4	.	7.6	.	-12.9	.	14.7
> O=S(=O)(c1ccc(Cl)cc1)N1CCSC1c1ccco1 (configuration not stated)
    -3.3	-11.5	9.5	86.9	-1.0	92.7	12.7	96.0	12.0
> CCOC(=O)c1cccc(NC(=O)C2CCCN2S(=O)(=O)c2cccc3cccnc23)c1 (configuration not stated)
    -1.1	-13.1	-11.2	100.0	5.8	67.7	10.4	92.0	11.7
> C=CCN1C(=O)C(O)(CC(=O)c2ccccc2)c2ccccc21 (configuration not stated)
    -8.8	1.1	-2.0	104.7	-4.5	98.9	8.1	98.6	-3.4
> COc1ccc(-c2nc(C#N)c(NCc3ccc(F)cc3)o2)cc1OC
    -0.5	0.8	-0.8	75.7	13.8	74.9	-36.5	101.3	2.6
> COCCCn1c(SCC(=O)Nc2ccc(C(=O)OC)cc2)nc2ccccc2c1=O
    -6.0	15.6	-0.1	109.0	6.1	91.8	3.0	102.1	-17.2
> COC(=O)c1c(NC(=O)C2CCC2)sc(C(=O)N(C)C)c1C
    -6.2	2.6	11.3	105.5	2.8	89.8	-5.5	94.8	-0.1
> COc1ccccc1-n1c(-c2cccnc2)n[nH]c1=S
    -9.5	-3.0	8.0	94.5	1.0	84.9	-3.7	98.8	7.0
> Cc1nn(-c2ccccc2)c(C)c1NS(=O)(=O)c1ccccc1
    0.5	.	-9.1	103.1	6.4	111.3	9.9	107.4	.
> Cc1ccccc1NC(=O)C1CCCN(S(=O)(=O)c2cccc3cccnc23)C1 (configuration not stated)
    -5.6	25.5	4.3	91.8	30.8*	84.3	-0.2	97.6	-26.2
> CCCCP(=O)(CCCC)Cc1ccccc1
    -4.2	-4.7	2.9	95.0	12.6	102.0	-14.5	100.3	3.9
> COc1nc(N(C)S(=O)(=O)c2ccc(C)cc2)nc(C)c1Cl
    .	.	.	103.2	1.0	92.8	.	101.2	.

# Among those listed so far, two contain an aryl thioether with sulfur outside any ring:
# The line under a structure holds: S1P2 ag	sEH inh	PTPN22 act	HUVEC inhibit	PostGolgi ctrl	H69AR growth 86K	S1P2 antag	Fibroblast inh	sEH act
> Cc1ccc(-n2c(SCC(=O)NCc3ccco3)nc3sc(C)c(C)c3c2=O)cc1
    -4.0	-6.9	-0.7	57.4	19.1	35.7*	-13.2	90.1	12.3
> COCCCn1c(SCC(=O)Nc2ccc(C(=O)OC)cc2)nc2ccccc2c1=O
    -6.0	15.6	-0.1	109.0	6.1	91.8	3.0	102.1	-17.2

# Other entries follow.
# The line under a structure holds: S1P2 ag	sEH inh	PTPN22 act	HUVEC inhibit	PostGolgi ctrl	H69AR growth 86K	S1P2 antag	Fibroblast inh	sEH act
> O=[N+]([O-])c1cc(C(F)(F)F)ccc1NCCNC(=S)Nc1ccc(Cl)cc1
    -2.9	-8.1	4.7	.	91.2*	.	-7.5	.	10.3
> COc1ccc(C(=O)Nc2cccc(C)c2)cc1S(=O)(=O)N1CCOCC1
    -0.9	5.3	-7.7	92.2	7.6	89.6	5.5	98.8	-4.0
> COc1ccc(CC(=O)Nc2ccc(-c3nnc(-c4ccc(C)cc4)o3)cc2)cc1
    -8.6	15.3	-5.4	61.7	5.2	2.3*	-14.3	30.9*	-15.3
> c1ccc(Cn2nnnc2CN2CCCC2)cc1
    -8.4	-9.8	13.0	108.5	8.0	81.5	-9.5	107.5	14.0
> Cc1ccc(OCCNS(=O)(=O)c2cccs2)cc1
    -8.3	-6.5	-15.9	102.5	5.5	98.2	3.3	.	5.0
> CCOc1ccc(C(=O)NC2CCN(S(=O)(=O)CC)CC2)cc1
    -3.5	-0.5	-1.6	90.5	3.2	85.3	11.9	95.6	1.9
> N#Cc1c(N)n(CCOC(=O)c2cccc([N+](=O)[O-])c2)c2nc3ccccc3nc12
    -1.9	-1.4	11.0	.	1.0	.	2.5	.	2.3
> CCOC(=O)N1CCN(C(=O)c2ccc3nc4ccc(Cl)cc4c(=O)n3c2)CC1
    -4.2	-1.6	-8.2	90.8	21.8	91.5	-4.6	78.5	3.1
> COc1ccc(CCNC(=O)c2cc(-c3cc(Cl)cc(Cl)c3)oc2C)cc1
    -7.4	-10.9	2.6	.	-7.0	.	8.0	.	13.4
> CCOC(=O)c1c(-c2ccc(C)o2)csc1NC(=O)CN1CCOCC1
    1.4	4.3	0.8	83.6	-1.6	82.8	-24.6	90.6	-5.2
> C/C(=C\C(=O)O)C12CC3CC(CC(C3)C1)C2
    0.8	5.9	-5.3	99.5	6.0	106.3	-12.3	106.2	-4.6
> CCOC(=O)CNC(=O)CNC(=O)c1ccc(OC)cc1
    .	.	.	93.9	5.0	94.4	.	106.2	.
> COCCNC(=O)c1csc2c1CCCC2
    -4.8	-6.4	-7.2	98.7	17.4	95.0	7.0	101.9	7.2
> CCOC(=O)Cn1ncc2c(=O)oc3ccccc3c21
    -1.5	.	3.7	106.0	-1.6	102.3	11.8	107.0	.
> CCc1ccc2[nH]c(=O)c(CN(CCN(CC)CC)C(=O)Nc3ccccc3OC)cc2c1
    -3.2	-6.8	0.6	75.4	4.7	61.3	10.6	96.6	3.5
> C=CCn1c(SCC(=O)Nc2sccc2C(N)=O)nc2sc(CC)cc2c1=O
    -1.5	3.5	-0.4	73.1	17.9	39.8*	-6.0	85.5	-3.8
> COc1ccc(-n2c(Cc3cccn3C)nnc2SCC(=O)NCCc2ccccc2)cc1
    -5.1	.	4.6	.	0.0	.	2.2	.	.
> COc1ccccc1NC(=O)c1c(C)cc(=O)oc1C
    -2.5	.	0.4	95.4	21.4	111.5	0.0	97.4	.
> c1ccc(-c2noc(-c3ccco3)n2)nc1
    -2.8	9.3	2.6	91.1	-3.0	80.3	5.8	101.1	-4.7
> CC(C)n1nnnc1SCC(=O)NCc1ccco1
    -1.0	0.4	-7.3	98.5	20.1	89.6	11.5	101.9	3.1
> CC(C)NC(=O)C(=O)N/N=C/c1ccco1
    -4.1	-10.9	-1.7	.	4.8	.	-5.7	.	11.0
> CCCCN(CCNP(=O)(OCC)OCC)CP(=O)(OCC)OCC
    -4.7	.	-2.5	101.0	5.6	70.3	21.0	95.7	.
> Cc1ccc(C(=O)O)cc1-c1ccc(/C=C2/NC(=O)N(c3ccccc3)C2=O)o1
    3.9	-3.9	-22.6	70.4	-10.9	96.1	-10.7	98.6	2.6
> CC1Cc2ccccc2N1C(=O)C1CCCCN1S(=O)(=O)c1ccccc1 (configuration not stated)
    -7.5	9.1	-14.1	105.4	11.7	73.4	-2.9	87.7	-9.7
> CCOc1ccccc1NC(=O)COc1cccc(-n2cnnn2)c1
    -8.2	6.7	1.2	94.0	10.2	100.3	3.3	104.3	-5.2
> Cc1nc2ccc(NC(=O)c3cccc(S(=O)(=O)N4CC(C)OC(C)C4)c3)cc2s1 (configuration not stated)
    -0.5	66.5	-4.3	92.7	-8.0	41.6	-5.5	93.5	-67.1
> COc1ccc(C(=O)NCCn2cc(SCC(=O)NCc3ccco3)c3ccccc32)cc1
    -5.7	18.5	-5.5	.	21.4	.	3.5	.	-19.6
> C=C(Br)CN1CCN(CC(=C)Br)CC1
    -1.6	-10.7	10.0	107.0	18.0	91.0	-6.7	102.1	11.9
> CCOC(=O)C1CCCN(Cc2cc(OC)c(O)c(OC)c2)C1 (configuration not stated)
    .	.	.	92.2	9.8	98.3	.	99.8	.
> CCCCn1c(SCc2ccc(C(=O)OC)o2)nc2cc(S(N)(=O)=O)ccc21
    -6.7	3.6	5.2	98.6	2.5	42.5	9.1	90.5	-0.7
> O=C(NCCc1ccccc1)C1CCN(S(=O)(=O)c2ccccc2)CC1
    -7.9	19.8	1.5	98.6	-2.8	102.6	-4.2	107.0	-18.0
> COCCCn1c(=O)c2ccccc2c2ccccc2c1=O
    -7.3	-3.9	-10.1	95.0	7.3	92.1	-9.6	98.2	5.9
> CCNc1nc(SC(C(C)=O)C(C)=O)nc(N(C)C)n1
    -1.8	-8.7	1.9	107.2	-1.8	92.1	-22.4	104.8	12.8
> CN(Cc1ccccc1)C(=O)N[C@@H](Cc1ccccc1)C(=O)O
    .	.	.	90.5	2.7	100.7	.	93.8	.
> Clc1ccc(Cc2nc(-c3cccnc3)no2)cc1
    -4.4	2.4	6.1	.	-8.5	.	-5.5	.	-0.2
> O=C(Nc1ccncc1)C1CC1c1ccccc1 (configuration not stated)
    -6.1	3.5	-4.0	106.8	0.5	96.2	20.1	93.4	-1.3
> CCCc1nnc(NC(=O)CCC(=O)N2CCN(CCn3c(C)ccc3C)CC2)s1
    -3.0	3.2	-4.2	100.4	3.7	.	20.4	104.2	0.1
> COC(=O)c1ccc(C2C(C(C)=O)=C(O)C(=O)N2CCO)cc1 (configuration not stated)
    -6.8	-5.0	7.9	106.0	-0.6	108.1	-13.4	106.6	5.4
> COc1cc(C(c2sc3nc(C)nn3c2O)N2CCC3(CC2)OCCO3)cc(OC)c1OC (configuration not stated)
    -3.8	6.5	0.9	95.2	-3.2	83.6	17.0	95.7	-6.0
> Cc1ccc(N2CCN(C(=O)c3ccccc3F)CC2)c(C)c1
    -2.0	6.0	-1.9	.	41.9*	.	-2.6	.	-6.2
> CCOC(=O)Cc1csc(NC(=O)CC)n1
    -5.6	.	-3.4	89.5	6.0	108.7	18.7	77.3	.
> CCc1c(C(=O)NCc2ccc3c(c2)OCO3)[nH]c(C)c1C(C)=O
    8.1	.	7.6	88.6	9.2	86.5	8.1	103.9	.
> CCOC(=O)c1[nH]c(C)c(C(=O)Nc2ccccc2C)c1C
    .	.	.	60.5	4.2	26.0*	.	64.9	.
> CN(C)CCCOC(=O)C1c2ccccc2Oc2ccccc21
    -1.2	-23.6	-10.9	98.3	13.2	94.6	-3.6	98.3	24.3
> COc1cc(C(=O)OCC(=O)N(C)C)cc(NC(=O)c2ccco2)c1OC
    -0.2	3.8	4.5	.	7.1	.	-2.4	.	-0.9
> Cc1ccc(-c2noc(CN3CCCCC3)n2)cc1
    -1.2	-1.9	-12.1	104.2	0.5	102.1	-11.4	100.2	2.6

# Not all compounds are listed (hit frequency here may not be typical).
